From PubChem
HTT ATP protect: Huntington cell model cytoprotection by ATP luminescence; PC12 HTT-Q103 induced, cytoprotection, ATP luminescence, 40 h; Potency, µM (top dose mostly 56.4 µM), without a hit: cytoprotection (ATP increase), hits mostly activators; hit rate 0.14% among 230,000;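 also: % of control where 0% means no effect; nearly all actives have a fitted effect of over 45% in size; toxic huntingtin expression switched on by the ecdysone agonist tebufenozide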
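PC12 cells stably carrying ecdysone-inducible Htt exon 1 (Q103)–GFP were induced with 100 nM tebufenozide (final) alongside library compounds in a dose series. Cytoprotection was scored as retained ATP by ATPlite luminescence.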
Tau fluor cs: counter-screen for tau fibril formation inhibitors | tau K18 P301L Alexa594 fluorescence, heparin fibrillization | Potency, µM (highest dose often 57.7 µM), without a hit: at the highest dose activity change, negative = decrease | hit rate 0.93% among 280,000 | AID 1463; also: % is scaled to controls: 0 for no effect and ±100 for the full control effect; nearly all actives have a fitted effect of over 55% in size
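Human K18 P301L tau (15 uM unlabeled plus 0.24 uM Alexa 594-labeled, final) in 100 mM sodium acetate pH 7 was mixed with compound and 20 uM heparin and incubated 6 hr at 37 C.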
Tau FP inhib: inhibitors of human tau fibril formation; hit rate 0.39% among 280,000; Potency, µM (highest dose often 57.7 µM), inactives show at the top dose activity, negative = inhibition, hits mostly inhibitors; AID 1468; K18 P301L tau heparin fibrillization, Alexa594 FP, 6 h; also: % is scaled to controls: 0 for no effect and ±100 for the full control effect; nearly all actives have a fitted effect of over 55% in size
Target sequence (P10636 561-689 P618L limits assumed): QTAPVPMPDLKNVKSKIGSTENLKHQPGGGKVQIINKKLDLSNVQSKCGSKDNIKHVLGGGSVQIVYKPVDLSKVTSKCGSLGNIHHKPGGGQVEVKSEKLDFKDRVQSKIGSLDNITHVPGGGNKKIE
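Compound effects on tau fibrillization are measured by Alexa 594 fluorescence polarization (ex 555, em 632 nm). K18 P301L tau is used at 15 uM with 0.24 uM labeled tracer, and 20 uM heparin induces aggregation over 6 hr at 37 C.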
GAA inhib: blocks human lysosomal alpha-glucosidase | P10253 | purified human GAA, 4-MU-alpha-glucoside fluorescence | Potency, µM (top dose mostly 76.9 µM), for the others: top-dose activity change, negative = inhibition, hits mostly inhibitors | hit rate 0.005% among 200,000 | AID 1466;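 also: plate controls were uninhibited enzyme wells for no effect and no-enzyme background for full effect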
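AC50 values come from Hill fits of compound titrations (up to 77 uM) against 4 nM human enzyme. Substrate 4-methylumbelliferyl-alpha-D-pyranoside at 400 uM, pH 5.0 citrate buffer, 20 min room temperature; fluorescence Ex 365/Em 440 after alkaline stop.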
aGal spleen mod: inhibitors or activators of human alpha-galactosidase in spleen homogenate; P06280; human spleen homogenate, 4MU-alpha-Gal fluorescence, 40 min; Potency, µM (series often up to 80 µM), inactives show top-dose activity change, negative = inhibition, most hits filed as inhibitors; hit rate 0.008% among 240,000; AID 2107;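 also: 0% = enzyme with vehicle and -100% = no enzyme basal signal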
Target sequence (P06280 32-429 limits assumed): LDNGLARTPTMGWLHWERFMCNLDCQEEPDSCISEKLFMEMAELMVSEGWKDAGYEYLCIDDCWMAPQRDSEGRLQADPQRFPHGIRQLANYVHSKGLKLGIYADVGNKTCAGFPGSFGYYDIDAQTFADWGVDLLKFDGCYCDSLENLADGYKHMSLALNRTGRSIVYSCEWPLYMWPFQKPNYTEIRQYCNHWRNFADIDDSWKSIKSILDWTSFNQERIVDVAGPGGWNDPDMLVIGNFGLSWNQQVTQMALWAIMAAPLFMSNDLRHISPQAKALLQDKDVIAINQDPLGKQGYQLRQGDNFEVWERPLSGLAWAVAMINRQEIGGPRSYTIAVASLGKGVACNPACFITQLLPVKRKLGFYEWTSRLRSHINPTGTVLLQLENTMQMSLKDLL
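Human spleen homogenate (1 ug) was the enzyme source, with 4-methylumbelliferyl-alpha-D-galactopyranoside (1 mM final) in pH 5.0 citrate buffer with 0.01% Tween-20. Compounds were titrated; after 40 min at 37C, NaOH/glycine stop, 4-MU fluorescence read; AC50 from Hill fits.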
Tau ThT inhib: blocks human tau fibril formation measured by thioflavin T. recombinant tau K18 P301L, heparin-induced fibrillization, ThT fluorescence. Potency, µM (titrated, usually from 57.4 µM), without a hit: at the top dose activity, negative = inhibition, hits mostly inhibitors. hit rate 2.1% among 270,000. P10636; also: % is scaled to controls: 0 for no effect and ±100 for the full control effect; nearly all actives have a fitted effect of over 55% in size
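ThT emission at 510 nm, taken 1 hr after adding 30 uM dye, quantifies aggregates formed when 20 uM heparin acts on human tau K18 P301L for 6 hr at 37 C.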
aGlu spleen mod: lysosomal alpha-glucosidase (human) modulation. P10253. human spleen homogenate, 4-MU-alpha-glucoside fluorescence. Potency, µM (highest dose often 79.9 µM), inactives show at the highest dose activity change, negative = inhibition, usual class: inhibitors. hit rate 0.006% among 240,000;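 also: 0% = enzyme with vehicle and -100% = no enzyme basal signal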
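AC50 values come from Hill-equation fits of concentration-response data, normalized to no-enzyme and full-activity controls. Enzyme source: 1 ug human spleen homogenate; 1 mM fluorogenic 4-MU glucoside, pH 5.0 citrate buffer, 37 C, 40 min.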
GAA glycogen mod: GAA glycogen-cleavage inhibition or activation; P10253; recombinant GAA, glycogen substrate, Amplex Red glucose oxidase fluorescence; Potency, µM (series often up to 76.4 µM), inactives show at the top dose activity change, negative = inhibition, actives largely listed as inhibitors; hit rate 0.38% among 300,000;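 also: 0% = full enzyme reaction and -100% = no-enzyme basal signal; the screen sought inhibitors and activators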
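Recombinant enzyme (4 nM final) with compounds titrated up to 77 uM and bovine liver glycogen (30 ug) in citrate pH 5.0, 0.01% Tween-20, 37 C 40 min. Released glucose detected by Amplex Red/glucose oxidase (Ex 573/Em 610); AC50 from Hill fits.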
The depositor's hits bear a star; ? = inconclusive; nt = not tested or not shown; & = joins results of further samples; [ ] = dose if it differs, or a comment. Calls follow the shape of the dose curve; as a rule, active = well fitted curve in the direction sought with a large enough effect; inconclusive = small, poorly fitted or top-dose-only effect, or another doubt; inactive = no such curve, though single readings can be large; an effect the other way counts as inactive or inconclusive. Potency is read from the fitted curve at half-maximal effect.

Below each compound: HTT ATP protect, Tau fluor cs, Tau FP inhib, GAA inhib, aGal spleen mod, Tau ThT inhib, aGlu spleen mod, GAA glycogen mod
- O=C(NC1CC2CCCC(C1)N2C(=O)N1CCCCC1)C1CCCCC1 (stereo not drawn)
→ 2.2%, 5.2%, 4.2%, -4.8%, 0.3%, 2.2%, 2.9%, -8.5%
- CCN(CC)S(=O)(=O)c1ccc(N2CCOCC2)c(NC(=O)CCC2CCCCC2)c1
→ -10.2%[1.9 µM], -2.6%, 1.3%, 6.2%, 7.1%, -1.1%, 0.3%, -11.6%
- CCc1cc(C(=O)Nc2ccccc2)cs1
→ 2.8%, 4.7%, 4.3%, -3.7%, 0.5%, -2.8%, -6.9%, 0.2%
- NC(=O)c1ccccc1NC(=O)/C=C/C(=O)O
→ 6.1%, -7.9%, 0.4%, 9.0%, -17.4%, -17.4%, 0.4%, -7.9%
- Cc1ccc(CCNC(=O)CCCc2nnc3n(C)c(=O)c4sccc4n23)cc1
→ nt, 1.9%, -3.0%, nt, nt, 1.6%, nt, 14.8%[76.3 µM]
- COc1ccc(CCNC(=O)c2ccc(-n3c(C)cc4c3CCCC4)cc2)cc1OC
→ nt, -19.0%, -18.1%, nt, nt, ?, nt, 1.0%[76.3 µM]
- COc1ccc(-c2nnn(Cc3nc(N)nc(N4CCOCC4)n3)n2)cc1OC
→ 3.3%, -3.9%, -1.0%, -1.9%, -4.3%, -8.1%, -4.0%, -1.0%
- O=C(c1ccc(F)cc1)C(C(=O)N1CCCCC1)n1ccccc1=O (stereo not drawn)
→ 11.5%[10 µM], 1.2%, -4.8%, 8.4%, 1.7%, 1.3%, -1.0%, -10.5%
- CC(C(=O)Nc1ccccc1)N(c1cccc(Cl)c1)S(C)(=O)=O (stereo not drawn)
→ nt, -0.3%, -5.9%, -2.2%, -2.1%, 1.4%, -15.3%, -4.0%
- O=c1nc2ccccc2c2n1CC(CN1CCN(c3ccccc3)CC1)N2 (stereo not drawn)
→ -11.1%, -9.4%, -5.4%, nt, -1.4%, -6.6%, 7.9%, nt
- S=C(Nc1ccccc1Cl)NC1CC2CCCC(C1)N2C1CC1 (stereo not drawn)
→ -26.1%, 6.9%, 7.8%, 0.6%, 3.0%, 2.7%, -0.8%, -4.4%
- CC1(C)N=C(N)NC(Nc2cccc(Br)c2)=N1
→ 24.9%[10 µM], -8.9%, -4.7%, 3.1%, 4.0%, -1.2%, 0.8%, 8.7%
- COc1ccc2c(c1)CC(C)C/C2=N\NC(=O)c1ccco1 (stereo not drawn)
→ -37.2%[inhibitor], -1.3%, -3.8%, -0.8%, 2.0%, -2.9%, -1.4%, -1.8%
- CCCn1c(-c2ccc(F)cc2)nc2c(NCC3CCCN3CC)nc(C)nc21 (stereo not drawn)
→ -3.0%, -6.2%, -7.7%, nt, 4.8%, -1.1%, -4.1%, nt
- O=Cc1c(Sc2ccccc2)nc2ccccn2c1=O
→ 12.2%[10 µM], -27.4%, -15.6%, -2.1%, -0.5%, ?, -5.7%, 1.2%
- Cc1cc(O)cc(=O)o1
→ nt, -22.0%, -13.8%, nt, ?, -15.2%, 10.9%, nt
- S=C(NCCC(c1ccccc1)c1ccccc1)Nc1cccc(Cl)c1
→ -33.0%, 7.08µM*[quencher], 14.1µM*, -12.8%, -10.3%, 17.9%, -17.3%, -7.5%
- CC(=O)OC1CC(OC(C)=O)[C@]2(C)C(CC(OC(C)=O)[C@@]3(C)C4=CC(=O)OC(c5ccoc5)[C@]4(C)CCC32)C1(C)C (stereo partly drawn)
→ ?, -3.8%, 8.7%, nt, 6.3%, 1.8%, 8.3%, nt
- O=C(O)COc1ccc(/C=N/NC(=O)c2ccc(-c3csc(Nc4ccc(Cl)cc4)n3)cc2)cc1
→ 13.1%[10 µM], ?, -4.2%, nt, 12.5%, ?, -2.0%, -6.2%
- CC(C)CC(CO)N1CCN(C(=O)c2ccc(Cl)cc2Cl)CCC1=O (stereo not drawn)
→ nt, -3.7%, ?, -0.7%, 19.3%, 1.6%, -2.5%, 6.6%
- CC(=O)C(Sc1ncnc2sc3c(c12)CCCC3)C(C)=O
→ -8.6%[10 µM], -5.5%, 8.0%, 2.1%, 9.2%, -6.8%, -17.8%, -17.5%
- Cc1cccc2sc(N(CCCN(C)C)C(=O)c3nc4ccccc4s3)nc12
→ nt, -6.0%, -0.3%, -26.4%, 0.6%, -4.4%, -0.9%, 6.9%
- COc1cccc(Cn2nnc(C(=O)NCc3ccc(F)cc3)c2N)c1
→ -6.2%, -12.7%, -5.3%, -2.9%, 4.0%, -8.5%, 5.8%, -27.2%
- COc1ccc(-c2cc(=O)c3ccccc3o2)cc1
→ 2.5%[10 µM], -8.9%&-11.7%, -3.9%&-12.8%, nt, ?, ?, 5.1%&8.6%, 10.1%
- c1ccc(-c2cnc(-c3cccnc3)o2)cc1
→ -29.0%, 2.1%, -1.8%, -6.6%, 0.8%, -2.8%, -1.9%, -10.7%
- COc1cccc(COC(=O)c2ccc(-c3nnn(Cc4ccccc4)n3)cc2)c1
→ nt, -22.6%, -10.3%, nt, nt, -1.5%, nt, -2.6%[76.3 µM]
- Cc1nnc(SCCCCSc2nnc(C)c(=O)[nH]2)[nH]c1=O
→ -12.6%, -11.2%, -3.3%, 0.6%, -11.2%, -9.5%, 0.1%, ?
- CC(C)CCNC(=O)C(c1ccco1)N(C(=O)Cn1nnc2ccccc21)c1ccc2c(c1)OCO2 (stereo not drawn)
→ 11.2%[10 µM], 0.8%, -7.4%, 4.8%, -1.4%, -4.6%, -0.7%, 0.7%
- CCOc1ccc(CCNC(=O)Cn2cccc2C(=O)c2ccccc2C)cc1OCC
→ 13.2%[10 µM], -9.4%, 4.7%, -3.1%, -5.9%, -15.4%, -12.2%, -5.5%
- Cc1ccc2c(c1)NC(=O)c1cccnc1N2
→ -20.2%, -22.1%, 9.4%, 2.9%, 13.3%, ?, 4.4%, ?

Some of these compounds in order of the GAA glycogen mod value, rising:
mol	GAA glycogen mod
CCc1cc(C(=O)Nc2ccccc2)cs1	0.2%
O=Cc1c(Sc2ccccc2)nc2ccccn2c1=O	1.2%
COc1ccc(-c2cc(=O)c3ccccc3o2)cc1	10.1%

Remaining list, next part
Below each compound: HTT ATP protect, Tau fluor cs, Tau FP inhib, GAA inhib, aGal spleen mod, Tau ThT inhib, aGlu spleen mod, GAA glycogen mod
- COc1ccc(NC(=O)N(Cc2cc3ccc(OC)cc3[nH]c2=O)CC2CCCO2)cc1 (stereo not drawn)
→ nt, -12.3%, 6.7%, 4.3%, 12.6%, -12.1%, 10.2%, -12.3%
- CCN(CC)C(c1ccc(F)cc1)c1nnnn1CC1CCCO1 (stereo not drawn)
→ 18.3%, -3.1%, 2.1%, 0.0%, 2.9%, -2.8%, 5.3%, 0.9%
- CC(=O)c1cccc(NC(=O)C(OC(=O)c2cccc(S(=O)(=O)N(C)c3ccccc3)c2)c2ccccc2)c1 (stereo not drawn)
→ ?, ?, ?, -7.8%, -8.7%, -4.1%, -12.4%, 3.2%
- COCCCn1c2nc3ccccc3nc2c2c(=O)n(Cc3ccccc3Cl)cnc21
→ 4.8%, 6.0%, 8.5%, 10.1%, 1.4%, -2.0%, 1.4%, -3.1%
- O=C(NCCc1ccccn1)C1CCN(S(=O)(=O)c2ccc(Cl)cc2)CC1
→ 10.3%[10 µM], -5.2%, 3.8%, -1.3%, 2.7%, -2.3%, -4.3%, -10.1%
- CCCCCCC(C)OC(=O)Nc1cccc2ccccc12 (stereo not drawn)
→ 8.9%[10 µM], -6.7%, 7.9%, -3.9%, -11.7%, -9.8%, -8.5%, -3.7%
- Cc1cc(C)n2nc(SCC3COc4ccccc4O3)nc2n1 (stereo not drawn)
→ -6.9%[1.9 µM], -16.8%, 0.4%, 3.4%, 6.6%, -7.6%, 0.5%, 0.9%
- Cc1ccnn1CC(=O)N/N=C/c1ccc2c(c1)OCO2
→ nt, 3.3%, 6.9%, -1.9%, 0.1%, 2.1%, 0.3%, -4.0%
- COc1cc(CN(C(=O)c2ccccc2Br)c2ccccn2)cc(OC)c1OC
→ nt, -15.1%, -5.7%, nt, nt, -13.1%, nt, 0.0%[76.3 µM]
- CCC1Cc2c(nc(N)c3c(N)nc(N4CCOCC4)c(C#N)c23)O1 (stereo not drawn)
→ -35.7%[inhibitor], ?, 13.3%, 13.2%, 9.7%, ?, 5.0%, -2.3%
- COc1cccc(C(=O)NC(=O)Nc2cc(C)[nH]n2)c1
→ 20.6%[10 µM], -3.4%, 4.4%, nt, 4.5%, -12.3%, -3.4%, 2.2%
- Cc1cccc(CSC2=NCCN2C(=O)c2ccc(Br)o2)c1
→ 11.3%, -18.6%, 4.2%, -7.5%, -5.4%, -18.2%, -5.1%, -9.1%
- Cc1cccc(C)c1NC(=O)COC(=O)c1ccc2[nH]c3c(c2c1)CCCC3
→ -14.1%, -17.8%, 7.1%, 5.9%, 5.7%, -11.3%, 6.3%, 1.8%
- CC(=O)/C(=C\N(C)C)Sc1ccc(Cl)cc1
→ 11.7%[10 µM], -15.5%, 1.0%, -23.5%[15.4 µM], -1.6%, ?, 0.6%, -2.8%
- CCOc1ccccc1C(=O)N1CCN(CCc2ccccn2)CC1
→ nt, -3.6%, -2.5%, nt, nt, 0.6%, nt, -7.2%[76.3 µM]
- Cc1nc2scc(C)n2c(=O)c1S(=O)(=O)Nc1ccc(N2CCOCC2)cc1
→ nt, -11.6%, 0.6%, nt, nt, -6.4%, nt, 7.3%&27.0%[76.3 µM]
- C/C(N)=C(/C#N)C(=O)COC(=O)C1CCN(C(=O)c2ccc(Cl)cc2)CC1
→ -3.4%[10 µM], -0.7%, -0.4%, 0.0%, 8.1%, -1.6%, -7.4%, -0.7%
- CC(=O)Nc1cccc(-c2nnc3n2CC(C)S3)c1 (stereo not drawn)
→ 10.3%, 2.6%, -2.9%, -11.8%, -8.9%, -1.6%, -9.1%, 6.3%
